# p53 reactivator = restores transcriptional activity of mutant p53; H1299 p53-A138V BP100-luciferase reporter, luminescence, 24 h; Potency, µM (highest dose often 92.2 µM), for inactives: at the highest dose activity change, positive = activation, hits mostly activators; hit rate 0.063% among 320,000; also: potency is read from the fitted curve at half-maximal effect; % of control where 0% means no effect; nearly all actives have a fitted effect of over 45% in size
#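 p53-null H1299 cells stably carrying temperature-sensitive p53-A138V and a BP100-luciferase reporter were pinned with compounds (4-point, 1:5 series) and held 24 hrs at 37 deg C. Luminescence was read 10 min after detection reagent.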
# ELG1 genotoxic = genotoxicity induction in ELG1-luciferase HEK293T cells; Potency, µM (top dose mostly 46 µM), for the others: top-dose activity change, positive = activation, hits mostly activators; AID 504466; HEK293T ELG1-luciferase reporter, luminescence, 16 h; hit rate 1.3% among 330,000; also: potency is read from the fitted curve at half-maximal effect; % of control where 0% means no effect; nearly all actives have a fitted effect of over 60% in size
#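 Cells (2,000/well) expressing the ELG1-luciferase fusion are dosed by pin tool and kept 16 hr at 37 °C, 5% CO2. Signal comes from ONE-Glo luciferase reagent after 30 min at room temperature.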
# Giardia killer = kills Giardia lamblia; hit rate 0.15% among 340,000; AID 540267; activity change, % at 7.66 µM, hits read low; Giardia lamblia trophozoite viability; in the data active = activity change below about -80%; inconclusive = between about -30% and that limit;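 also: parasites exposed to compound for two days anaerobically before the ATP read; % is scaled to controls: 0 for no effect and ±100 for the full control effect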
#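 Anaerobic 48 hrs incubation at 37 deg C of 100 trophozoites/well with test compounds; ATPLite 1-Step luminescence, 15-30 min RT, reports cellular ATP as viability.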
# BRCA1 expr up = BRCA1 expression activation. MCF7-BRCA1-FFLuc reporter, luminescence, 48 h; response scale: scaled: vehicle 0%, 10 µM genistein 100%. Potency, µM (doses to about 46.1 µM), for the others: at the highest dose activation, most hits filed as activators. AID 624202. hit rate 1.1% among 380,000; also: potency is read from the fitted curve at half-maximal effect; nearly all actives have a fitted effect of over 80% in size; some results filed as inactive show a strong effect at the top dose
#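 Reporter cells (MCF7, BRCA1 promoter-firefly luciferase) received library compounds across a concentration series for 48 h. End-point luminescence was measured and concentration-effect curves derived after normalization.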
# An asterisk follows results filed as active; ? = inconclusive; [ ] = another dose, or the depositor's remark. Unless noted, calls follow the shape of the dose curve; as a rule, active = well fitted activation curve with a large enough effect; inconclusive = small, poorly fitted or top-dose-only effect; inactive = no such curve, though single readings can be large or run the other way. A portion of the library (hit frequency here may not be typical).
# Every second line gives: p53 reactivator	ELG1 genotoxic	Giardia killer	BRCA1 expr up
- Cc1cc(C)n2nc(C(=O)OCC(=O)N(CC(C)C)C3CCS(=O)(=O)C3)nc2n1 (centres undefined)
 : 7%	1%	6	-18%
- Cc1cccc(N2CCN(C(=O)[C@H](C)N3C(=O)C4CC=CCC4C3=O)CC2)c1C (some centres undefined)
 : -3%	-3%	1	-8%
- CCn1c(C)cc(C(=O)COC(=O)c2cccnc2SC)c1C
 : ?	2.3µM*	6	?
- O=C(COC(=O)/C=C/c1cccc(F)c1)NC1CC1
 : -3%	0%	3	-5%
- CC(=O)c1c(C)[nH]c(C(=O)OCC(=O)c2ccc3c(c2)NC(=O)CO3)c1C
 : 1%	12%	-1	-16%
- CCOC(=O)c1c(NC(=O)COC(=O)c2cnccn2)sc(C)c1C
 : 4%	?	-19	1%
- C=CC[C@@H](CC(=O)NCCO)C(=O)NCCOC(=O)[C@@H](CC=C)Cc1ccc(F)cc1
 : 3%	0%	3	2%
- CCCCOc1ccc(C(=O)NNC(=O)c2cnccn2)cc1OC
 : -5%	0%	12	-92%[inhibitor]
- O=C(Nc1ccc(C(=O)N2CCCC(CO)C2)cc1)c1ccc(Br)o1 (centres undefined)
 : -1%	0%	1	19%
- CCCn1nc(C(=O)N2CCN(c3ccccn3)CC2)c2ccccc2c1=O
 : -14%	-6%	7	10%
- CCOC(=O)c1c(C)[nH]c(C(C)=NNC(=O)c2cccs2)c1C
 : ?	?	-9	2.8µM*
- CCC(CO)Oc1cc(NCc2ccccc2C)c2ncn(C(C)C)c2c1 (centres undefined)
 : 1%	1%	2	2%
- O=C(Cn1cnc2c(OCc3ccccc3)ncnc21)N1CCN(c2ccccn2)CC1
 : -9%	-2%	-11	11%
- C=CC[C@H](CC(=O)NCCO)C(=O)N[C@H](COC(=O)[C@H](CC=C)CC(=O)OC(C)(C)C)c1ccccc1
 : 0%	-1%	10	-14%
- COc1ccc(-c2ccc3c(c2)S(=O)(=O)c2cccc(C(=O)N4CCN(c5ccc(Cl)cn5)CC4)c2C3=O)cc1OC
 : 1%	-6%	5	5%

# Later entries
# Every second line gives: p53 reactivator	ELG1 genotoxic	Giardia killer	BRCA1 expr up
- C[C@H](CO)N1C[C@H](C)[C@@H](CN(C)C(=O)Nc2ccc(C(F)(F)F)cc2)Oc2c(NC(=O)Cc3ccccc3)cccc2C1=O
 : -6%	1%	2	-14%
- CCN(C(=O)COC(=O)c1ccccc1OCc1ccc(Cl)cc1)C1CCS(=O)(=O)C1 (centres undefined)
 : 2%	1%	-16	-10%
- O=C1N[C@@H](Cc2ccccc2)COC(=O)[C@@H](Cc2ccc(F)cc2)C/C=C\C[C@@H]1CC(=O)N(CCO)Cc1ccccc1
 : -1%	-11%	-23	-67%
- COc1ccc(/C=C/C(=O)OCC(=O)NC(C)CCc2ccccc2)cc1OC (centres undefined)
 : 1%	-2%	?	5%
- CCOc1ccc(NC(=O)CN2C(=O)NC3(CCCCCC3)C2=O)cc1
 : -7%	-1%	3	-14%
- CCN(C[C@H]1N[C@@](Cc2ccccc2)(C(=O)OC)[C@H]2C(=O)N(C)C(=O)[C@@H]12)C(=O)COc1ccccc1
 : -6%	0%	-14	-2%
- COC(=O)C[C@H](NC(=O)Cn1cnc2c(OCc3ccccc3)ncnc21)C(=O)OC
 : 19%	0%	1	7%
- CC(=O)Nc1ccc(C(=O)COC(=O)c2cc(C)oc2C)c(F)c1
 : -3%	1%	15	3%
- O=C(CC1SC(N2CCCCC2)=NC1=O)Nc1cccc(C(=O)NCc2ccccc2)c1 (centres undefined)
 : 6%	-2%	-7	-12%
- COC(=O)[C@]1(Cc2ccccc2)N[C@H](c2ccc(SC3CCCCC3)c(OC)c2)[C@@H]2C(=O)N(C)C(=O)[C@@H]21
 : 3%	-4%	10	-29%
- Cc1ccc(S(=O)(=O)/N=C(/Nc2ccccc2C)c2ccccc2)cc1
 : -2%	-1%	-9	-11%
- CC(Sc1ccc(S(=O)(=O)N2CCOCC2)cn1)c1ccccc1Cl (centres undefined)
 : -2%	-4%	12	-35%
- Cc1ccc(S(=O)(=O)N2CCOCC2)cc1NC(=O)COC(=O)c1ccc(Cl)s1
 : 8%	-1%	-6	21%
- Cc1ccc(C(C)C)cc1OCC(=O)NCCCn1ccnc1
 : 9%	1%	-2	-16%
- Cc1ccc(S(=O)(=O)N2C[C@@H]3[C@H]4CC[C@H](C4)[C@@H]3[C@@H](C)[C@@H]2c2ccco2)cc1
 : 6%	1%	2	-11%

# 2 compounds picked at random from those above, as already listed:
# Every second line gives: p53 reactivator	ELG1 genotoxic	Giardia killer	BRCA1 expr up
- O=C(Nc1ccc(C(=O)N2CCCC(CO)C2)cc1)c1ccc(Br)o1 (centres undefined)
 : -1%	0%	1	19%
- O=C1N[C@@H](Cc2ccccc2)COC(=O)[C@@H](Cc2ccc(F)cc2)C/C=C\C[C@@H]1CC(=O)N(CCO)Cc1ccccc1
 : -1%	-11%	-23	-67%

# Further compounds follow.
# Every second line gives: p53 reactivator	ELG1 genotoxic	Giardia killer	BRCA1 expr up
- CCOc1ncccc1C(=O)Nc1cccc(S(=O)(=O)N2CCOCC2)c1
 : -6%	1%	-6	-6%
- Cn1c(N)c(C(=O)COC(=O)c2ccccc2C(F)(F)F)c(=O)n(C)c1=O
 : 11%	-3%	-9	-20%
- Cc1noc(C)c1C(=O)OCC(=O)Nc1ccc(N2CCOCC2)cc1
 : -4%	2%	-2	6%
- CC(C)(C)OC(=O)C[C@@H]1C/C=C\C[C@H](CC(=O)N(CCO)Cc2ccccc2)C(=O)N[C@@H](c2ccccc2)COC1=O
 : 2%	-1%	-6	-9%
- O=C(COC(=O)c1ccc(Cl)nc1)Nc1ccc2c(c1)CCC2
 : 2%	0%	-4	6%
- C=CCNc1oc(-c2ccc(-c3ccccc3)cc2)nc1C#N
 : -27%	-3%	23	-63%
- CCn1nc(C(=O)NNC(=O)C(Cc2ccccc2)NC(N)=O)c2ccccc2c1=O (centres undefined)
 : -6%	0%	-6	-18%
- O=C(C[C@H]1C/C=C\C[C@@H](Cc2ccc(F)cc2)C(=O)O[C@H](c2ccccc2)CNC1=O)N[C@@H](CO)Cc1ccccc1
 : -3%	-4%	-13	-9%
- C[C@H](CO)N1C[C@H](C)[C@@H](CN(C)C(=O)Nc2ccc3c(c2)OCO3)Oc2ccc(NC(=O)C3CCCCC3)cc2C1=O
 : 3%	5%	25	7%
- Cn1nc(C(=O)OCC(=O)Nc2ccc(SC(F)F)cc2)c2ccccc2c1=O
 : 3%	2%	5	-2%
- C=CC[C@@H](CC(=O)N(CCO)Cc1ccccc1)C(=O)NC[C@H](OC(=O)[C@@H](CC=C)CC(=O)OC(C)(C)C)c1ccccc1
 : 1%	-16%	-16	-40%
- C[C@H](CO)N1C[C@H](C)[C@@H](CN(C)C(=O)Nc2ccccc2)Oc2c(NC(=O)Nc3ccccc3)cccc2C1=O
 : 1%	-4%	-6	4%
- COc1ccc(CNC(=O)COC(=O)[C@H](Cc2ccccc2)NC(=O)c2cccs2)cc1
 : 3%	1%	-10	4%
- CCC1(CC)NC(=O)N(CC(=O)Nc2ccc(-n3cnnn3)cc2)C1=O
 : -3%	0%	4	18%
- O=C(N[C@@H](CCC/[N+]([O-])=C/c1ccccc1)C(=O)O)OCc1ccccc1
 : 1%	4%	19	-11%

# Grouped by structure: the entries above with a Cl atom (5)
# Every second line gives: p53 reactivator	ELG1 genotoxic	Giardia killer	BRCA1 expr up
- COc1ccc(-c2ccc3c(c2)S(=O)(=O)c2cccc(C(=O)N4CCN(c5ccc(Cl)cn5)CC4)c2C3=O)cc1OC
 : 1%	-6%	5	5%
- CCN(C(=O)COC(=O)c1ccccc1OCc1ccc(Cl)cc1)C1CCS(=O)(=O)C1 (centres undefined)
 : 2%	1%	-16	-10%
- CC(Sc1ccc(S(=O)(=O)N2CCOCC2)cn1)c1ccccc1Cl (centres undefined)
 : -2%	-4%	12	-35%
- Cc1ccc(S(=O)(=O)N2CCOCC2)cc1NC(=O)COC(=O)c1ccc(Cl)s1
 : 8%	-1%	-6	21%
- O=C(COC(=O)c1ccc(Cl)nc1)Nc1ccc2c(c1)CCC2
 : 2%	0%	-4	6%

# (list continues)
# Every second line gives: p53 reactivator	ELG1 genotoxic	Giardia killer	BRCA1 expr up
- O=C(COC(=O)CNC(=O)C1CCCCC1)Nc1ccccc1
 : 7%	4%	11	-13%
- COc1ccc(/C=C/C(=O)OCC(=O)NC2CCCC(C)C2C)c(OC)c1 (centres undefined)
 : -3%	-2%	17	-24%
- CC1CCN(C(=O)COC(=O)c2ccccc2C(=O)c2ccccc2)CC1
 : 28%	0%	-1	24%
- CC(=O)C[C@H](O)CC(=O)[C@@H]1OC(=O)[C@H](C)C/C=C\Cc2ccccc21
 : -5%	-1%	-15	9%
- CN(C)CCOc1ccc(-c2c(-c3ccsc3)sc3ccccc23)cc1
 : -10%	-4%	1	-26%
- CC(C)(C)OC(=O)C[C@@H]1C/C=C\C[C@@H](CC(=O)N(CCO)Cc2ccccc2)C(=O)N2CCC[C@@H]2COC1=O
 : 0%	-3%	-7	6%
- O=C(COC(=O)[C@H](Cc1ccccc1)NC(=O)c1ccco1)Nc1ccccc1OC(F)F
 : -2%	-1%	-9	-10%
- Cc1cc(C)c(CN2CCN(C(=O)Cn3cnc4c(NCc5ccccc5)ncnc43)CC2)c(C)c1
 : 2%	1%	-28	-38%
- CC1(C(=O)OCC(=O)Nc2ccc(Cl)cn2)CC1(Cl)Cl (centres undefined)
 : 15%	5%	3	27%
- COc1ccc(C(=O)NCC(=O)OCC(=O)c2c(C)[nH]c3ccccc23)cc1OC
 : -1%	1%	5	-4%
- COc1cc(C(=O)NNC(=O)/C=C/c2ccccc2)cc(OC)c1OC
 : -10%	2%	3	-13%
- CC[C@]12c3[nH]c4cc(-c5ccco5)ccc4c3CCN1C(=O)[C@@H](CC(=O)NCCc1ccccn1)C[C@@H]2C(=O)N1CCN(C(=O)c2ccco2)CC1
 : -11%	3%	-10	-4%
- COc1cccc(C(=O)Nc2ccccc2N2CCN(C(=O)c3ccccc3)CC2)c1
 : -6%	-7%	1	-20%
- Cc1ccc(C(=O)OCC(=O)NCc2ccc3c(c2)OCO3)o1
 : 2%	0%	-5	-14%
- CN(C)C(=O)CCc1ccc2c3c([nH]c2c1)[C@]1(C)[C@@H](C(=O)N2CCOCC2)C[C@H](CC(=O)NCc2cccc(C(F)(F)F)c2)C(=O)N1CC3
 : 5%	10%	9	10%
- COc1ccc(Cl)cc1NC(=O)CN(C)C(=O)c1ccc(-n2cncn2)cc1
 : -6%	0%	-8	-15%
- CCCn1c(SCC(=O)Nc2ccc3c(c2)OCO3)n[nH]c1=O
 : 2%	7%	-1	-18%
- O=C(COC(=O)c1cccnc1Cl)NC12CC3CC(CC(C3)C1)C2
 : -10%	-4%	-15	-2%

# Compound activity from PubChem BioAssay.
